p53 reactivator: mutant p53 re-activation in reporter cells | H1299 p53-A138V BP100-luciferase reporter, luminescence, 24 h | AID 504706 | 320,000 tested, 0.063% active | Potency, µM (doses to about 92.2 µM), for inactives: at the top dose activity change, positive = activation, hits mostly activators; also: potency is read from the fitted curve at half-maximal effect; % of control where 0% means no effect; nearly all actives have a fitted effect of over 45% in size
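p53-null H1299 cells stably carrying temperature-sensitive p53-A138V and a BP100-luciferase reporter were pinned with compounds (4-point, 1:5 series) and held 24 hrs at 37 deg C. Luminescence was read 10 min after detection reagent.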
BRCA1 expr act: increases BRCA1 expression; MCF7-BRCA1-FFLuc reporter, luminescence, 48 h; response scale: scaled: vehicle 0%, 10 µM genistein 100%; Potency, µM (titrated, usually from 46.1 µM), for the others: at the highest dose activation, hits mostly activators; 380,000 tested, 1.1% active; also: potency is read from the fitted curve at half-maximal effect; nearly all actives have a fitted effect of over 80% in size; some results filed as inactive show a strong effect at the top dose
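First, MCF7-BRCA1-FFLuc cells (2000/well) attach for 2 h; next, compounds are pin-added and incubated 48 h at 37 °C; finally, luciferase reagent is added and luminescence read after 15 min.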
B2AR arrestin: agonists driving beta-arrestin recruitment to human beta2-adrenergic receptor. Potency, µM (series often up to 46.1 µM), inactives show at the highest dose activation, actives largely listed as activators. beta-arrestin recruitment to beta2AR, cell-based reporter. 330,000 tested, 0.02% active. P07550;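 also: potency is read from the fitted curve at half-maximal effect; 0% = DMSO controls and full agonism = EC100 isoproterenol or metaproterenol; nearly all actives have a fitted effect of over 65% in size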
Target sequence (P07550 whole entry, looked up): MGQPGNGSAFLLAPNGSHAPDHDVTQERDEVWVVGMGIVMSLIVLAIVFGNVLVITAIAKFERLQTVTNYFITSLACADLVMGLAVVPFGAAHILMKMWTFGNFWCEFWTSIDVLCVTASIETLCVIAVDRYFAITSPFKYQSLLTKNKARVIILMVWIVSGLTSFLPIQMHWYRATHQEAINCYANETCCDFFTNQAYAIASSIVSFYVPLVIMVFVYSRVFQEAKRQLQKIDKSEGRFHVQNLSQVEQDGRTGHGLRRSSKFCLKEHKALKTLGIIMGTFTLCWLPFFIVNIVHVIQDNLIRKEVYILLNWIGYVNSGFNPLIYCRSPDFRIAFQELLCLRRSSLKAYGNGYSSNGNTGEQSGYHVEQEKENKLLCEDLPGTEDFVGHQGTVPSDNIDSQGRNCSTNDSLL
PTAP TSG101 blk: blocks PTAP/TSG101 interaction to inhibit HIV-1 budding; Fluorescence polarization, FITC-PTAP peptide / Tsg101 binding; Potency, µM (highest dose often 115 µM), for inactives: at the top dose activity change, negative = inhibition, most hits filed as inhibitors; 340,000 tested, under 10 active; AID 493005; active = well fitted inhibition curve with a large enough effect in the main read-out, with a control signal flat, not every such curve was filed as active; inconclusive = small, poorly fitted or top-dose-only effect, or effect the other way, or a change in a side signal; inactive = no such curve, though single readings can be large or run the other way; also: potency is read from the fitted curve at half-maximal effect; % of control where 0% means no effect
Target sequence (Q99816 whole entry, looked up): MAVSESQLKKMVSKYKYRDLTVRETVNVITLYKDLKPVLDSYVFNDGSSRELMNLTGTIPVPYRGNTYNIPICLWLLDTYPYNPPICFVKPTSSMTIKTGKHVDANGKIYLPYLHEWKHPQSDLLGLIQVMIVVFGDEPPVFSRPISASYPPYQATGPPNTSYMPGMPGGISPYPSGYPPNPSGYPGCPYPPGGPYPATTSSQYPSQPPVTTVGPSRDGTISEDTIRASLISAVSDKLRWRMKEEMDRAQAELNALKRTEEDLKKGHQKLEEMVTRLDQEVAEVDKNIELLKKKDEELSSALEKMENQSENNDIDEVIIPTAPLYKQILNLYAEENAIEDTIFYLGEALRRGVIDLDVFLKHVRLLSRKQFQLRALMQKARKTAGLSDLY
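Compounds were pin-transferred onto Tsg101 binding domain (10 uM final) in HEPES pH 7.5 buffer, then FITC-PTAP peptide was added at 50 nM final. After 20 min at RT, polarization reported peptide displacement across a qHTS concentration series.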
CXXC DNA block: blocks binding of human MLL CXXC domain to DNA | MLL-CXXC / FITC-HOXA9 DNA fluorescence polarization | AID 2662 | Potency, µM (titrated, usually from 115 µM), for inactives: at the highest dose activity change, negative = inhibition, actives largely listed as inhibitors | 290,000 tested, 0.037% active; active = well fitted inhibition curve with a large enough effect in the polarisation, with a control signal flat, not every such curve was filed as active; inconclusive = small, poorly fitted or top-dose-only effect, or effect the other way, or a change in a side signal; inactive = no such curve, though single readings can be large or run the other way; the % refers to the polarisation; also: potency is read from the fitted curve at half-maximal effect
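Steps: dispense CXXC domain solution (7 uM) → pin compounds or unlabeled HOX-A9 DNA control → 5 min ambient → add FLSN-HOX-A9 solution (50 nM) → spin → 30 min ambient → fluorescence polarization. Tris pH 7.5/NaCl/DTT/BSA buffer.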
ELG1 DNA repair: ELG1-dependent DNA repair inhibition; HEK293T ELG1-luciferase reporter, luminescence, 16 h; DNA damage induced by 5-fluorouridine; Potency, µM (top dose mostly 46.1 µM), for inactives: at the top dose activity change, negative = inhibition, hits mostly inhibitors; 330,000 tested, 2.3% active; AID 504467; also: potency is read from the fitted curve at half-maximal effect; % is scaled to controls: 0 for no effect and ±100 for the full control effect; nearly all actives have a fitted effect of over 55% in size
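Reporter activity after DNA damage by 5-fluorouridine is monitored. Compound-treated cells incubate 16 hr at 37 °C, then ONE-Glo is added for 30 min before luminescence reading.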
a7 integrin act: activates integrin-mediated alleviation for muscular dystrophy; alpha7betagal myoblasts, beta-gal FDG fluorescence, 48 h; Potency, µM (doses to about 38.3 µM), without a hit: at the top dose activation, usual class: activators; 350,000 tested, 0.064% active; AID 624291;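 also: potency is read from the fitted curve at half-maximal effect; 100% = response of the positive control SU9516; nearly all actives have a fitted effect of over 60% in size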
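Alpha7betagal+/- myoblasts (passage 13) were plated 16-24 hr, then exposed to compounds (1:260 dilution of DMSO stock) for 48 hours at 37C. After MPER lysis, β-galactosidase reporter activity was read as FDG fluorescence (ex 480/em 540) after 30 minutes.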
TCR activator: activates T cell receptor signaling; primary human leukocytes, anti-CD3, IL-2 HTRF, 48 h; Potency, µM (doses to about 9.22 µM), without a hit: at the highest dose activation of IL-2 secretion, hits mostly activators; 330,000 tested, under 10 active; also: % of control where 0% means no effect
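1) Mix primary human leukocytes, a-CD3 beads and compound. 2) Incubate 48 hr. 3) Add HTRF IL-2 reagents (a-IL-2-K, a-IL-2-d2).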
TRPV1 ag: agonists of human vanilloid receptor 1 (TRPV1) | activation, % at 8.33 µM | TRPV1-expressing cells, Fluo-8 calcium influx, agonist mode | Q8NER1 | 320,000 tested, 0.19% active | AID 540275; in the data active = activation above about 80%; inconclusive = between about 30% and that limit; also: 0% is about no effect
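Fluo-8 calcium influx in TRPV1-expressing cells, kinetic read (ex 480/em 520 nm). Compound added and read 3 min for agonist activity, followed by capsaicin at EC20 final and 2 min further read for enhancement.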
AT treatment: potential ataxia-telangiectasia treatment. […] A-T fibroblasts, KAP-1 phosphorylation AlphaLISA; neocarzinostatin DNA damage 30 min before lysis. Potency, µM (top dose mostly 57.5 µM), for the others: at the top dose activation, hits mostly activators. 320,000 tested, 0.19% active. AID 485349; also: potency is read from the fitted curve at half-maximal effect; % of control where 0% means no effect; nearly all actives have a fitted effect of over 45% in size
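hTERT-immortalized A-T patient fibroblasts ([…]), 500 cells/well in OPTI-MEM, 1% FBS, got compounds for 60 min, then NCS for 30 min at 37C. Lysates were then assayed for phospho-KAP-1 by AlphaLISA (anti-pKAP1 donor, anti-KAP1 acceptor beads), 6 hr at 25C.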
Active calls of the source: *; ? = inconclusive; . = no result given; [ ] = dose if it differs, or a comment. Unless noted, calls follow the shape of the dose curve; as a rule, active = well fitted curve in the direction sought with a large enough effect; inconclusive = small, poorly fitted or top-dose-only effect, or another doubt; inactive = no such curve, though single readings can be large; an effect the other way counts as inactive or inconclusive. Rows were taken by chance, and some 3.8% of all compounds hit somewhere here.

item | compound | p53 reactivator | BRCA1 expr act | B2AR arrestin | PTAP TSG101 blk | CXXC DNA block | ELG1 DNA repair | a7 integrin act | TCR activator | TRPV1 ag | AT treatment
1 | CN(C(=O)COc1ccc(Cl)cc1)C1(C)CCS(=O)(=O)C1 (configuration not stated) | 2% | -2% | -0.2% | -7% | . | 1% | 11% | -6% | 9 | -1%
2 | CCn1ncc([N+](=O)[O-])c1C(=O)n1nc(C)cc1C | 7% | 123% | -0.9% | -2% | 5% | ? | 1% | 1%[46.1 µM] | -6 | 9%
3 | CC(C)[C@H](Nc1ccc(S(=O)(=O)N2CCOCC2)cc1[N+](=O)[O-])C(=O)OCC(N)=O | -8% | 1% | -0.5% | 0% | -4% | -2% | -11% | -12%[46.1 µM] | -3 | -5%
4 | Cc1cc(C)c(C)c(S(=O)(=O)N2CCC(C(=O)NCCCN3CCCC3=O)CC2)c1C | 1% | -5% | -0.1% | -4% | . | -7% | 2% | -6% | 0 | -6%
5 | O=C1CSC(c2cccc(F)c2)N1c1ccccc1F (configuration not stated) | 2% | 0% | 0.3% | -4% | 6% | ? | -11% | -2% | -2 | -1%
6 | CCN(CC)CC(O)COc1ccc2c(c1)c(C(C)=O)c(C)n2-c1ccccc1 (configuration not stated) | -6% | -21% | 0.2% | -5% | -1% | -1% | -58%[inhibitor] | 2%[46.1 µM] | 3 | -2%
7 | CC(NC(=O)c1ccc(S(=O)(=O)Nc2ccccc2)cc1)c1ccc(S(N)(=O)=O)cc1 (configuration not stated) | -6% | -10% | 0.3% | -1% | . | 0% | 34% | -1% | 5 | 19%
8 | CCOc1ccc(CCNC(=O)COC(=O)COc2ccc(C(C)=O)cc2)cc1OCC | -4% | 13% | -1.0% | -5% | . | 12% | 14% | -6% | -2 | -11%
9 | Cc1cc(C)cc(N(CC(=O)N/N=C/c2ccncc2)S(=O)(=O)c2ccccc2)c1 | -17% | -6% | -1.8% | -7% | 3% | -16% | -8% | 2%[46.1 µM] | ? | 0%
10 | CN(c1ccccc1)S(=O)(=O)c1ccc(C(=O)N2CCCC(C(F)(F)F)C2)cc1 (configuration not stated) | -25% | -30% | -0.8% | -2% | ? | ? | 1% | 3% | ? | 13%
11 | COc1ccc(CNC(=O)CN(c2ccc(C(C)C)cc2)S(=O)(=O)c2c(C)noc2C)cc1 | 17% | -1% | -0.3% | -2% | 0% | ? | -11% | 6% | 18 | 14%
12 | Cn1c(=O)c2c(ncn2CC(=O)Nc2nnc(Cc3ccccc3)s2)n(C)c1=O | -10% | -4% | -0.4% | -2% | -2% | 0% | 11% | 1% | -3 | 3%
13 | Cc1cccc(C(=O)Oc2ccccc2-c2nnco2)c1 | . | 38% | . | -1% | 126%[activator] | . | 20% | 4% | 10 | .
14 | Fc1ccc(NC(=S)NC23CN4CN(CN(C4)C2)C3)cc1 | -13% | -13% | -2.7% | -1% | -3% | -3% | -2% | 5%[46.1 µM] | -11 | -2%
15 | CN(N)c1nc2ccccc2nc1C(F)(F)F | 1% | -15% | 0.1% | -3% | -7% | 2% | -16% | 2% | 2 | 1%
16 | CCCc1nnc(SCC(=O)Nc2nccs2)o1 | 0% | 22% | 4.6% | -4% | -5% | 5% | ? | -1% | 3 | -3%
17 | O=C(CCc1nnc(CCCCc2ccccc2)o1)NCCc1cccnc1 | -1% | 10% | -0.3% | -1% | -1% | 10% | 11% | 6% | -6 | 0%
18 | COc1ccc(-c2nc(N3CCOCC3)nc3n[nH]c(N)c23)cc1 | 3% | -45% | -0.2% | -7% | -2% | ? | 15% | 11% | -2 | .
19 | c1ccc(NCn2cncn2)nc1 | 1% | -17% | -0.3% | -2% | -2% | 1% | 17% | -1% | 1 | -1%
20 | CCC1(CC)Cc2ccccc2-c2[nH]c(=S)[nH]c(=O)c21 | . | -28% | . | -3% | . | . | 25% | -1% | . | .
21 | O=[N+]([O-])c1cccc(S(=O)(=O)Nc2ccc(Cc3ccncc3)cc2)c1 | 2% | -17% | -0.5% | -1% | -2% | -1% | 2% | 17% | 2 | 28%
22 | CCCS(=O)(=O)N1CCCC(C(=O)NCCN2CCCCC2C)C1 (configuration not stated) | 4% | -16% | -0.5% | -3% | 5% | 7% | -5% | -2% | -7 | 0%
23 | Cc1c(CC(=O)O)c(=O)oc2c(C)c(OCc3ccc(F)cc3F)ccc12 | 3% | 1% | -0.7% | 3% | -5% | -2% | -15% | -3% | -2 | -11%
24 | Cc1ccc(C(=O)N2CCCC(C(F)(F)F)C2)cc1S(=O)(=O)N1CCCCC1 (configuration not stated) | -4% | -17% | 0.0% | -8% | . | -14% | -1% | -6% | 21 | 1%
25 | CCOc1ccc(S(=O)(=O)Nc2ccc(C(=O)NN)cc2)cc1 | 8% | 3% | -0.1% | -1% | 2% | -14% | -19% | 3% | 9 | 6%
26 | Cc1c(OC(C)C(=O)O)ccc2c3c(c(=O)oc12)CCCC3 (configuration not stated) | 0% | 13% | 0.5% | -4% | 0% | -1% | -32% | 1% | -1 | 7%
27 | CC(Cc1ccccc1)C(=O)Nc1ccc(Br)cc1 (configuration not stated) | . | 28% | 0.1% | -2% | 2% | ? | 21% | -4% | ? | 2%
28 | COc1ccc2c(c1)N(C(=O)CSc1n[nH]c(C)n1)C(C)(C)C=C2C | -17% | -6% | 0.2% | -2% | 1% | -3% | -50%[inhibitor] | -6% | 0 | 1%
29 | O=C(Cn1cc(C(F)(F)F)cc(Cl)c1=O)Nc1cccc(Cl)c1 | 4% | -9% | -0.3% | 0% | 8% | 1% | 9% | -2%[46.1 µM] | -5 | 0%
30 | CN(C)S(=O)(=O)c1cccc(NC(=O)c2c[nH]c3ccccc23)c1 | 5% | 32% | -0.2% | -3% | -5% | 6% | 8% | -2% | 1 | -4%
31 | Cc1sc(NC(=O)CSc2nnc(COc3ccccc3)n2C)c(C#N)c1C | 10% | 1% | -0.3% | -4% | 34%[activator] | 18% | -4% | 3% | 2 | 11%
32 | C=C(C)CSc1nc2sc3c(c2c(=O)n1-c1ccc(C)cc1)CCN(C)C3 | -4% | -33% | -0.2% | 2% | 5% | 0% | ? | 7% | 0 | 0%
33 | Cn1c(-c2csc(-c3cccc(C(F)(F)F)c3)n2)n[nH]c1=S | 3% | 0% | 0.1% | -1% | 3% | -1% | 0% | 1% | 2 | 2%
34 | COCCCNC(=O)C(CC(N)=O)NC(=O)OCc1ccccc1 (configuration not stated) | 8% | 0% | -1.2% | -1% | 6% | 14% | -24% | -7% | -6 | 9%
35 | CC(NC(=S)NC1CCCCC1)c1ccccc1 (configuration not stated) | . | -11% | -0.9% | -3% | 9% | -6% | ? | . | 23 | -5%
36 | CCN1CCN(c2nc3c(c(=O)[nH]c(=O)n3C)n2Cc2ccccc2)CC1 | . | -3% | -2.2% | -10% | 9% | -5% | 37% | 4% | -3 | 2%
37 | O=C(COC(=O)/C=C/c1cccs1)NC(=O)Cc1ccccc1 | -1% | 14% | -0.2% | -3% | -17% | 21% | 14% | -1% | 11 | 1%
38 | O=C(CCCN1C(=O)S/C(=C\C=C\c2ccccc2)C1=O)Nc1ccc(C(=O)O)cc1 | ? | -69% | 0.0% | -8% | 6% | ? | 3% | 9% | -2 | 1%
39 | Cc1ccc(C)c(S(=O)(=O)c2c(N)n(/N=C/c3ccco3)c3nc4ccccc4nc23)c1 | -7% | -34% | 3.9% | 0% | 12% | -16% | -31% | -3% | 0 | .
40 | Cn1nccc1C(=O)N/N=C/c1ccccc1[N+](=O)[O-] | 23% | ? | -0.7% | -6% | 6% | ? | -9% | -4% | 6 | 0%
41 | CCCCOC(=O)CSCC(=O)N1N=C(c2cccs2)CC1c1ccc(F)cc1 (configuration not stated) | 2% | -10% | -0.5% | 0% | -5% | 8% | ? | 2%[46.1 µM] | 14 | 3%

Source: PubChem BioAssay
